From PubChem
P. falciparum M17LAP: P. falciparum M17LAP inhibitors, primary screen, biochemical, fluorogenic H-Leu-NHMec substrate, 1536-well (AID 1619); Leucine aminopeptidase (Plasmodium falciparum (isolate 3D7)); recombinant M17LAP, H-Leu-NHMec fluorogenic kinetic assay; higher % means a stronger effect; one-dose inhibition, % at 30 µM; IC50 in µM for titrated hits; 220,000 tested, 0.38% active;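 active = compound inhibiting the enzyme by more than half at any dose during confirmatory dose-response retesting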;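 note: plate controls were full reaction with DMSO carrier for no effect and no enzyme background for full effect; strong numbers were not always called active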
CSM14.1 death rescue: rescue of cells from ER stress-induced death, primary screen, 384-well, CSM14.1, thapsigargin, ATP luminescence (AID 1222); CSM14.1 thapsigargin-induced death rescue, ATP luminescence; higher % means a stronger effect; cellular ATP content (survival), % at 20 µM, or EC50 in µM where a hit was titrated; 190,000 tested, under 10 active;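 active = EC50 below 50 µM in the dose-response confirmation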;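 note: death triggered by thapsigargin at about 15 µM added after 2 h compound pretreatment; cell ATP read after overnight thapsigargin exposure of roughly 18 to 22 hours; normalized against plate controls of thapsigargin alone and 5% DMSO vehicle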
LYP inhibition: inhibitors of LYP phosphatase, biochemical, fluorescence intensity, uHTS (AID 1779); 290,000 tested, 0.054% active; inhibition, % at 11.5 µM, or IC50 in µM where a hit was titrated; Tyrosine-protein phosphatase non-receptor type 22 (Homo sapiens); recombinant LYP phosphatase, fluorescence intensity; higher % means a stronger effect;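 note: plate controls were vehicle with enzyme for no effect and no enzyme for full effect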
XIAP displacement: XIAP antagonists, biochemical, IAP family, fluorescence polarization (AID 1018); 200,000 tested, 0.007% active; XIAP BIR domain, fluorescence polarization peptide displacement; higher % means a stronger effect; displacement, % at 20 µM, or IC50 in µM where a hit was titrated; E3 ubiquitin-protein ligase XIAP (Homo sapiens); in the data active = displacement above about 50%; note: a part of the inactive calls stands beside numbers as strong as those of hits
Lipid droplet: inhibitors of hepatocyte lipid droplet formation, primary screen, imaging, high-throughput imaging, BODIPY stain. AML12 mouse hepatocytes, oleate lipid droplets. inhibition, % at 6.5 µM. 240,000 tested, 0.4% active. AID 1656, 2009;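 active = lipid droplet intensity inhibited by at least 50%, with more than 500 cells counted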
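Test system: AML12 hepatocytes (mouse); reagent: oleate loading, 100 µM; dosing: one dose, 6.5 µM compound; incubation: overnight exposure; signal: fluorescence imaging, 20x objective, two fields per well; read-out basis: % inhibition of corrected integrated BODIPY droplet signal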
SIAH1 antagonists: Siah-1 peptide-binding antagonists, primary screen, biochemical, fluorescence polarization, rhodamine-plectin, uHTS (AID 1817). E3 ubiquitin-protein ligase SIAH1 (Homo sapiens). Siah-1 / rhodamine-plectin peptide fluorescence polarization; higher % means a stronger effect. one-dose displacement, % at 20 µM; IC50 in µM for titrated hits. 290,000 tested, 0.02% active;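 active = displacement of at least 50% at 20 µM, with a fluorescence ratio check between 0.3 and a set limit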;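 note: plate controls were Siah plus tracer with DMSO for no effect and tracer alone without Siah for full effect; strong numbers were not always called active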
AID2073: inhibitors of Mint1-CaV2.2 protein interaction, biochemical, HTRF (AID 2073) | HTRF protein-protein interaction, Mint1-CaV2.2; higher % means a stronger effect | one-dose inhibition, % at 20 µM; IC50 in µM for titrated hits | Voltage-dependent N-type calcium channel subunit alpha-1B (Homo sapiens) | 290,000 tested, 0.19% active; in the data active = inhibition mostly above about 51%, no sharp cut-off; note: some results filed as inactive read as strong as hits
NOD2 inhibition: NOD2 signaling inhibitors, cell-based, luminescence, uHTS, HEK293 (AID 1566); inhibition, % at 4 µM; hits with a dose series show EC50 in µM; HEK293 NOD2/NF-kB luciferase reporter, luminescence; higher % means a stronger effect; 290,000 tested, 0.63% active; note: many of its hits are not listed in these tables
P. falciparum M1AAP: P. falciparum M1AAP inhibitors, biochemical, fluorogenic H-Leu-NHMec substrate, 1536-well (AID 1445) | recombinant M1AAP, H-Leu-NHMec fluorogenic kinetic assay; higher % means a stronger effect | inhibition, % at 30 µM, or IC50 in µM where a hit was titrated | 220,000 tested, 0.42% active;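 active = primary inhibition above the hit cutoff, then over 50% inhibition at one or more dose response concentrations, cut at about 23% in these data, passing the limit was not always enough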;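 note: plate controls were DMSO full reaction for no effect and no enzyme background for full effect; strong numbers were not always called active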
Lipid droplet cells 6.5 µM: further read-out of Lipid droplet, marked with its call; cell count; measured here: cell count, cytotoxicity flag;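 cells counted across two imaged fields per well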
An asterisk follows results filed as active; · = no result given. Cut-off read from the data, not from the text of the source, unless noted: active = inhibition above about 50%; inactive = the rest.

SMILES | P. falciparum M17LAP | CSM14.1 death rescue | LYP inhibition | XIAP displacement | Lipid droplet | Lipid droplet cells 6.5 µM | SIAH1 antagonists | AID2073 | NOD2 inhibition | P. falciparum M1AAP
CNC(=S)N1CCC(NC(=O)C(Cc2ccc(F)cc2)NC(C)=O)CC1 (stereo unspecified) | 4.8% | -0.7% | -2.9% | -5.3% | -2.3 | 628 | 9.3% | -1.5% | 5.4% | 10.1%
O=C1OCC/C1=C\c1ccccc1 | -1.3% | 5.9% | -6.3% | 1.0% | 1.6 | 697 | 5.6% | 0.1% | 6.9% | -3.7%
COc1ccc(C(NC(=O)/C=C/c2ccco2)c2ccc(OC)c(OC)c2)cc1OC | -0.6% | -0.2% | 1.9% | -3.7% | -7.8 | 628 | -4.7% | 52.7% | -6.6% | 5.3%
CC(=O)c1cccc(NC(=O)N2CCCC2C(=O)Nc2cccc(C)c2C)c1 (stereo unspecified) | 4.9% | -2.3% | 1.8% | -6.3% | · | · | -1.7% | -1.9% | 4.0% | 1.8%
CC(C)CNC(=O)CN1C(=O)NC(Cc2c[nH]c3ccccc23)C1=O (stereo unspecified) | 21.7% | -0.8% | -5.4% | -1.9% | 18.6 | 720 | 3.1% | 4.6% | 7.8% | 8.9%
C=CCc1c(C)nc(-c2ccccc2)nc1N/N=C/c1ccccc1 | 0.0% | 2.3% | 1.2% | -4.3% | -12.7 | 671 | 3.8% | 1.8% | -29.2% | 4.6%
Oc1cccc(-c2nc3ccc4ccccc4c3c3c2CCC3)c1 | 0.4% | -0.3% | -6.1% | -7.0% | -9.1 | 792 | -3.1% | 4.9% | -70.3% | 1.9%
COc1cc(-c2nnc(SCC(=O)Nc3ccc4c(c3)OCCO4)o2)cc(OC)c1OC | 8.6% | -0.3% | -0.3% | -1.0% | · | · | 9.4% | -1.8% | -0.2% | 7.4%
CCOC(=O)CSc1ccc2nnc(-c3cccnc3)n2n1 | 7.1% | 0.1% | -3.4% | -1.5% | 0.0 | 625 | -6.5% | 42.1% | -8.6% | -2.4%
Cc1ccc(S(=O)(=O)N2CCCCC2)cc1C(=O)N1CCCC1 | · | · | -5.7% | · | -1.8 | 814 | 3.3% | 6.1% | 10.2% | ·
Cc1c(O)ccc2c(CN3CCOCC3)cc(=O)oc12 | · | · | -8.4% | · | -6.4 | 782 | 0.4% | 39.9% | 2.5% | ·
COc1ccc(-c2cc(C)nc(SCc3cccc(C(=O)O)c3)n2)cc1 | 38.6% | -0.7% | -2.3% | 7.1% | -7.1 | 642 | 24.7% | 3.4% | 19.0% | 9.6%
Cc1cc(=O)n2c3ccccc3n(CC(O)CN3CCC(C)CC3)c2c1C#N (stereo unspecified) | 10.6% | 1.3% | 0.7% | 0.6% | -5.9 | 572 | 18.2% | 6.0% | -1.5% | 18.3%
O=C(Nc1ccccc1N1CCOCC1)c1cccc2c(Br)cccc12 | · | · | 0.3% | · | · | · | 7.6% | 14.9% | 6.6% | ·
COCCCNC(=O)CCCN1C(=O)c2cccnc2Sc2ccccc21 | · | · | -6.8% | · | -4.7 | 775 | -4.0% | 9.1% | 7.6% | ·
O=C(NCCc1ccccc1)c1cc(-c2ccc3c(c2)OCO3)on1 | -3.9% | -0.5% | 4.8% | -3.7% | · | · | 2.2% | 6.2% | -40.8% | 4.1%
COC(=O)c1ccc(CN2C(=O)C3CCCCC3C2=O)o1 (stereo unspecified) | -0.5% | -2.5% | -3.1% | -10.4% | 12.8 | 707 | 2.3% | -2.2% | -14.4% | -3.6%
CC1=C(C(=O)OC(C)C)C(c2ccc(O)cc2)NC(=O)N1 (stereo unspecified) | · | · | -5.8% | · | 0.9 | 823 | -2.9% | 0.1% | -0.3% | ·
CC(=O)Nc1cccc(C(=O)N2CCN(S(=O)(=O)c3ccc4ccccc4c3)CC2)c1 | · | · | -4.9% | · | 1.0 | 826 | 2.0% | 5.2% | 15.2% | ·
COc1ccc(C2(C)NC(=O)N(CC(=O)Nc3ccc4c(c3)OCO4)C2=O)cc1OC (stereo unspecified) | 9.5% | 0.0% | -2.9% | -3.7% | · | · | 0.3% | 11.9% | 0.1% | 10.1%
Cc1ccccc1-n1c(C)nnc1SCC(=O)NC1CCCc2ccccc21 (stereo unspecified) | 3.6% | 3.0% | -4.8% | -3.4% | -33.2 | 687 | -10.0% | 1.4% | -7.2% | 2.5%
O=C(CS(=O)(=O)c1ccccc1)Nc1nc2ccccc2s1 | -2.2% | 1.1% | -4.0% | -7.8% | · | · | 0.3% | -4.8% | -16.8% | 0.0%
CCc1ccccc1N(C)C(=O)CCc1nc(-c2ccc(C)cc2)no1 | -3.4% | -0.4% | 5.1% | -2.6% | · | · | -8.1% | 10.6% | -68.1% | 5.1%
Cc1cc(C)n2ncc(C(=O)NCc3ccccc3)c2n1 | -19.8% | 0.2% | -2.8% | -3.9% | 6.1 | 779 | -3.6% | 6.6% | 17.1% | 0.1%
Cc1ccc(-n2c(SCC(N)=O)nnc2-c2cccnc2)c(C)c1 | 2.0% | -1.4% | -0.2% | -5.7% | · | · | 5.6% | 0.1% | -6.8% | 11.8%
COc1ccccc1O | · | · | -0.6% | · | -17.9 | 744 | -1.0% | -0.4% | 8.7% | ·
Cn1c(O)c(N=NC(=O)CNC(=O)c2ccco2)c2ccccc21 | 13.1% | -2.7% | -2.1% | -2.9% | 6.6 | 663 | -3.0% | -5.6% | 8.4% | 17.2%
Cc1cccc(C(=O)NNC(=O)c2cccc([N+](=O)[O-])c2)c1 | 6.1% | 0.9% | -8.3% | -5.8% | -13.5 | 684 | 1.8% | 39.9% | 17.1% | 1.4%
Cc1nc(C)c(C(=O)C2=C(O)C(=O)N(CCCN(C)C)C2c2ccco2)s1 (stereo unspecified) | · | -0.3% | -8.3% | -0.3% | · | · | -0.3% | -1.2% | 13.0% | ·
Cc1c(NC(=O)CSc2nnc(-c3cccc(Cl)c3)o2)c(=O)n(-c2ccccc2)n1C | 2.7% | -3.2% | -1.6% | 2.3% | 1.6 | 627 | 13.2% | 3.5% | 4.4% | 4.2%
CC(C)N1CCc2c(sc(NC(=O)Cc3ccccc3)c2C(N)=O)C1 | · | · | -9.8% | · | -0.4 | 767 | 4.0% | 8.1% | 18.0% | ·
Cc1cccc(OCC(=O)N2CCc3ccccc3C2)c1 | · | · | -7.3% | · | 13.9 | 794 | -4.8% | -1.3% | -9.3% | ·
CNc1ncc(C(=O)c2ccccc2)s1 | 31.1% | 5.4% | 0.8% | -4.0% | · | · | -1.2% | 19.6% | -49.7% | 10.8%
CCOC(=O)Nc1nnc(-c2ccccc2OC)s1 | -4.9% | -1.7% | -5.7% | -4.3% | -29.0 | 729 | -0.6% | 14.8% | -0.6% | 5.5%
O=C(Nc1ccc2c(c1)OCCO2)N1CCN(c2ccc(F)cc2)CC1 | 1.7% | 1.6% | -1.1% | -1.0% | -20.6 | 654 | 0.8% | -2.0% | 5.7% | 7.5%
O=C(NCCC1=CCCCC1)c1ccc([N+](=O)[O-])cc1 | 3.4% | -3.7% | -6.5% | -9.1% | 17.2 | 685 | -2.7% | 12.6% | -106.4% | 2.5%
O=C(Nc1ccc2c(c1)OCO2)c1cncc(Br)c1 | 7.2% | 0.3% | -0.6% | -4.9% | · | · | -2.0% | 0.1% | -28.6% | 4.4%
COc1ccc(S(=O)(=O)N2CCCOC2CNC(=O)C(=O)NCCCN2CCOCC2)cc1 (stereo unspecified) | · | · | -8.2% | · | -3.5 | 821 | 0.4% | 13.6% | -0.5% | ·
COc1cc(NC(=O)Cn2cnc3sc(C)c(S(=O)(=O)N4CCOCC4)c3c2=O)cc(OC)c1OC | · | · | -5.7% | · | -1.7 | 786 | -4.6% | 8.9% | 12.4% | ·
CCOC(=O)N1CCC(NC(=O)CN(c2ccc(C(C)C)cc2)S(=O)(=O)c2c(C)nn(C)c2C)CC1 | · | · | 0.2% | · | 0.4 | 773 | 1.4% | 11.0% | 5.4% | ·
CCCCc1nc2sc3c(=O)[nH]cnc3c2c2c1CCCC2 | -5.1% | · | -3.8% | · | -4.7 | 682 | 0.5% | 40.7% | 27.4% | -2.7%
COc1cccc(NS(=O)(=O)c2cc3c(cc2C)N(C(C)=O)CCO3)c1 | · | · | -10.2% | · | 15.0 | 787 | -4.9% | -1.6% | 12.5% | ·
OCCc1c[nH]c2ccc(C(F)(F)F)cc12 | · | · | -13.4% | · | · | · | 0.9% | -1.0% | 13.1% | ·
N/C(=N\OC(=O)N1CCOCC1)c1ccc(Br)cc1 | -2.7% | -2.7% | -5.4% | -16.7% | -46.4 | 702 | -5.7% | -2.0% | -1.5% | 1.9%
COC(=O)c1ccc(S(=O)(=O)N2CCCN(Cc3ccccc3)CC2)n1C | 2.5% | · | -7.8% | · | 0.9 | 826 | 8.7% | -12.3% | 21.2% | -2.0%
CC(Sc1nnc2ccccn12)C(=O)Nc1ccc(Cl)cn1 (stereo unspecified) | 11.2% | 0.8% | -10.6% | -7.2% | 7.4 | 795 | 10.1% | 7.3% | 6.2% | 3.3%
CN(C)CCN(Cc1cc2cc3c(cc2[nH]c1=O)OCCO3)C(=S)NCC1CCCO1 (stereo unspecified) | -69.3% | -1.3% | -4.5% | -7.4% | -0.7 | 678 | -0.4% | -11.0% | 2.8% | 6.5%
COc1ccc(C(=O)C2CCCN(Cc3cccn3-c3nccs3)C2)cc1F (stereo unspecified) | · | -2.1% | -3.3% | -6.6% | -19.2 | 695 | -3.6% | 5.8% | 11.7% | ·
CC(C)(C)OC(=O)N1CCCN(C(=O)Nc2ccc(OC(F)(F)F)cc2)CC1 | · | · | -4.5% | · | -9.2 | 634 | -0.4% | 7.6% | 10.2% | ·
O=C(Nc1nccs1)c1cc(-c2ccccn2)nc2c(Cl)cccc12 | · | · | -10.1% | · | 0.7 | 840 | 1.4% | -48.3% | 9.0% | ·
CCOC(=O)c1c(C)n(-c2ccc(C)cc2)c2c(CC(C)=O)c(Br)c(OC)c(O)c12 | -7.7% | -1.1% | -5.6% | -2.5% | 14.6 | 769 | -3.5% | 10.3% | -4.4% | -3.4%

Not all compounds are listed. The share of hits here may be higher or lower than overall.
